NS3 helicase inh = inhibitors of HCV NS3 helicase, primary screen, biochemical, Cy5 molecular beacon fluorescence; inhibition, % at 10.9 µM; NS3 helicase DNA unwinding; 290,000 compounds, 0.56% hits;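 active = inhibition above the mean of all tested compounds plus 3 SD, set per campaign, cut at about 35% in these data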;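 note: 0% = DMSO wells and 100% = thioflavine S control wells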
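Test system: hepatitis C virus NS3 helicase domain fragment enzyme. Also added: annealed dual-labelled DNA beacon duplex, ATP-started. Timing: 60 min unwinding reaction at 25 °C after ATP addition. Technique: Cy5 fluorescence. Measure: % inhibition of unwinding.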
IMP-1 inh = IMP-1 metallo-beta-lactamase inhibitors, primary screen, biochemical, epi-absorbance readout, Pseudomonas aeruginosa enzyme. inhibition, % at 5.6 µM. AID 1556, 2009. purified IMP-1, nitrocefin hydrolysis, epi-absorbance fluorescence. metallo-beta-lactamase IMP-1 (Pseudomonas aeruginosa). 290,000 compounds, 0.45% hits;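 active = inhibition above the mean plus 3 SD of all compounds in the same screening run, cut at about 4.5% in these data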;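 note: 0% = IMP-1 with DMSO and 100% = DMSO wells lacking enzyme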
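Test system: recombinant IMP-1 enzyme, purified / Medium: HEPES buffer pH 7.1 with ZnSO4 and Brij 35 / Doses: single dose, 5.6 µM / Times: 25 °C, 15 min preincubation, 25 min reaction / Detection: Epi-absorbance via hydrolysed-nitrocefin quenching of white-plate fluorescence, 480/530 nm, EDTA stop / Evaluation: percent inhibition from optical density relative to buffer-blank wells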
MEKK2 mut-MEK5 = MEK5 binding signal on mutant MEKK2 PB1, primary screen, biochemical, multiplex bead flow cytometry, Alexa488-MEK5; Alexa488-MEK5 binding to MEKK2 mutant; percent response, % at 10 µM; 290,000 compounds, 0.35% hits; AID 1530, 2009; in the data active = percent response above about 24%, passing the limit was not always enough; note: inactives centre near 1; some results filed as inactive read as strong as hits
SUMO HTRF inh = inhibitors of in vitro SUMOylation cascade, primary screen, biochemical, HTRF, uHTS; SUMO-conjugating enzyme UBC9 (Homo sapiens), P63279; HTRF SUMOylation assay, SAE1/SAE2 + UBC9; inhibition, % at 35 µM; 290,000 compounds, 0.36% hits; in the data active = inhibition above about 50%, passing the limit was not always enough; note: strong numbers were not always called active
Target sequence (P63279 whole entry, looked up): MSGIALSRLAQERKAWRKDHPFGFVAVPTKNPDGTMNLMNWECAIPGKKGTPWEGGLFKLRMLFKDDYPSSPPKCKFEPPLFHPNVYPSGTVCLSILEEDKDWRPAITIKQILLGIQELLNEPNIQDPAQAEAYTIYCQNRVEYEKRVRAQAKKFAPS
VIM-2 inhibitor = VIM-2 metallo-beta-lactamase inhibitors, primary screen, biochemical, epi-absorbance readout, Pseudomonas aeruginosa enzyme. 290,000 compounds, 0.89% hits. inhibition, % at 5.6 µM. AID 1527, 2009. purified VIM-2, nitrocefin hydrolysis, epi-absorbance fluorescence;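 active = inhibition above the mean of all tested compounds plus 3 SD, cutoff set per screening run, cut at about 7.5% in these data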;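 note: red hydrolysis product quenches plate fluorescence so inhibitors raise well fluorescence; 0% = enzyme with DMSO and 100% = DMSO without enzyme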
MEKK2wt PB1 HTS = modulators of MEK5 binding to wildtype MEKK2, primary screen, biochemical, multiplex bead flow cytometry, Alexa488-MEK5 | 290,000 compounds, 1.1% hits | binding response (% of control), % at 10 µM | AID 1531, 2009 | Alexa488-MEK5 binding to MEKK2 WT; actives lie on both sides | Mitogen-activated protein kinase kinase kinase 2 (Homo sapiens), Q9Y2U5; in the data active = binding response below about 67% or above about 130%
NALP1 inh = NALP1 inflammasome inhibitors in reconstituted yeast, colorimetric, S. cerevisiae, triplicate retest; S. cerevisiae NALP1/ASC/caspase-1 growth, X-gal OD620, 72 h; inhibition, % at 10 µM; 280,000 compounds, 0.61% hits; AID 2071, 2009; in the data active = inhibition mostly above about 24%, no sharp cut-off; inactive = mostly below about 32%; note: some compounds called inactive have numbers as strong as hits
DNA FID counter = compounds displacing fluorescent DNA intercalator, primary screen, artefact control for HCV NS3 helicase inhibitor project, biochemical, FID fluorescence; DNA fluorescent intercalator displacement; inhibition, % at 7.9 µM; 290,000 compounds, 0.17% hits; AID 1845, 2009; in the data active = inhibition above about 37%;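 note: 0% = vehicle and 100% = reference compound; higher means more ethidium bromide displaced from hairpin DNA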
M18AAP inhibitor = PfM18AAP inhibitors, malaria aminopeptidase, primary screen, biochemical, QFRET, recombinant enzyme | M18 aspartyl aminopeptidase (Plasmodium falciparum 3D7) | H-Glu-NHMec fluorogenic cleavage | inhibition, % at 7.35 µM | 290,000 compounds, 1.2% hits | AID 1822, 2009;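 active = inhibition above the campaign mean inhibition over all tested compounds plus 3 SD, cut at about 28% in these data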;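 note: 0% = plate median of test compound wells and 100% = 2 mM ZnCl2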
* = called active by the depositor; / = no result given.

Each structure is followed by: NS3 helicase inh	IMP-1 inh	MEKK2 mut-MEK5	SUMO HTRF inh	VIM-2 inhibitor	MEKK2wt PB1 HTS	NALP1 inh	DNA FID counter	M18AAP inhibitor
- CN(C)S(=O)(=O)c1ccc(Cl)c(NC(=O)c2ccncc2)c1
→ -2	-2.1	0	15	0.0	100	37	-4	-4
- COCCNC(=O)c1ccc(Cl)c(Cl)c1
→ 18	-5.9	-4	8	0.6	94	37	-10	-7
- CC(C)Oc1ccc(C(=O)N(Cc2ccco2)C2CCS(=O)(=O)C2)cc1 (stereo not drawn)
→ 1	-1.9	0	18	-2.1	103	7	-16	2
- O=C(Cc1ccc(Cl)cc1)NCC(=O)N1CCCCC1
→ 5	-2.4	0	14	-1.5	102	20	-2	-7
- O=[N+]([O-])c1cccc(-c2ccc(/C=N/Nc3nc(N4CCCCC4)nc(N4CCCCC4)n3)o2)c1
→ 2	0.8	-17	5	0.8	79	-1	-3	-5
- Cc1cc(C)c(NS(=O)(=O)c2ccc(NC(=O)CCC(=O)O)cc2)c(C)c1
→ 4	-1.1	-3	2	2.1	102	27	-23	-16
- CC(C)C(CO)NC(=O)CC(=O)NC(CO)C(C)C (stereo not drawn)
→ -13	-2.2	3	8	-1.0	104	-4	-3	2
- O=S1(=O)CCOCCCN1Cc1cccc(F)c1
→ 20	1.1	-5	3	1.6	99	16	-6	-6
- O=C(N/N=C/c1cc(Br)cs1)c1c[nH]c2ccccc12
→ -9	-5.0	-1	-3	-3.9	97	18	-2	-18
- Cc1cccc(S(=O)(=O)NNC(=O)c2sc(C)nc2C)c1
→ -2	-1.9	-1	4	-3.0	102	/	-3	8
- CCOC(=O)C(C)Sc1ccc2nnc(CCNS(=O)(=O)c3ccccc3)n2n1 (stereo not drawn)
→ -4	-1.4	-13	6	0.1	82	1	-18	-4
- Cc1cccc(C(=O)NCC2CCN(C(=O)c3cccc(C)c3)CC2)c1
→ -5	-1.7	5	0	-1.2	105	-21	-32	3
- CCN(CC)CCNS(=O)(=O)c1ccc2c3c(cccc13)C(=O)N2
→ 9	-3.8	10	58*	2.6	111	12	1	0
- COc1ccccc1N1CCN(C(=O)c2cc(=O)c3cc(C)cc(C)c3o2)CC1
→ -2	-1.7	4	13	2.2	104	18	-39	-10
- Cc1ccc(/C=N/N2CCN(C3c4ccccc4-c4ccccc43)CC2)s1
→ -18	0.9	-1	-6	-1.1	86	25	-4	-8
- COc1cccc(N2CCN(Cc3cccnc3)CC2)c1
→ 6	-0.4	2	8	2.4	102	10	-3	5
- CCSc1ccccc1C(=O)NCc1cccnc1
→ 4	-1.6	-4	12	-3.6	97	10	2	11
- CCc1c(C)nc2ncnn2c1Nc1ccc(C)cc1
→ 0	-4.6	9	3	-0.6	113	6	-10	2
- CNCCC=C1c2ccccc2CCc2ccccc21
→ -27	-2.6	9	-12	0.1	110	33	12	0
- O=C(CN(CCO)c1ccccc1)NC12CC3CC(CC(C3)C1)C2
→ 2	-3.3	1	21	-1.0	101	23	-33	2

Printed as active in SUMO HTRF inh (from the list above):
canonical_smiles,NS3 helicase inh,IMP-1 inh,MEKK2 mut-MEK5,SUMO HTRF inh,VIM-2 inhibitor,MEKK2wt PB1 HTS,NALP1 inh,M18AAP inhibitor
CCN(CC)CCNS(=O)(=O)c1ccc2c3c(cccc13)C(=O)N2,9,-3.8,10,58*,2.6,111,12,0

Remaining list, next part.
Each structure is followed by: NS3 helicase inh	IMP-1 inh	MEKK2 mut-MEK5	SUMO HTRF inh	VIM-2 inhibitor	MEKK2wt PB1 HTS	NALP1 inh	DNA FID counter	M18AAP inhibitor
- CCOc1ccc(C/C(N)=N/n2cnnc2)cc1
→ 0	-4.3	2	14	-6.2	100	-3	-3	0
- Cc1nc2c(n1C1CCCCC1)C(=O)c1ccccc1C2=O
→ 5	-0.6	/	0	-2.9	/	-16	4	-1
- CC(=O)c1c(C)[nH]c(C(=O)OC(C)C(=O)Nc2cc(S(=O)(=O)N3CCCCC3)ccc2Cl)c1C (stereo not drawn)
→ -2	-3.0	-2	8	1.2	100	31	-3	-10
- CC(C)CCN=CC1=C(O)CC(c2ccccc2)CC1=O (stereo not drawn)
→ 3	1.1	-10	3	-0.5	86	9	-20	2
- CN1CCCC1CCNS(=O)(=O)c1ccc(Br)cc1 (stereo not drawn)
→ 3	-0.4	1	-1	-2.1	97	-3	5	2
- CCOC(=O)c1c(-c2ccc(-c3ccccc3)cc2)csc1NC(=O)CCN1CCOCC1
→ -35	-3.5	15	-4	-1.4	127	33	3	-9
- C=CCNc1nc(-c2cccc(OC)c2O)nc2ccccc12
→ -19	-2.8	0	25	0.1	104	-15	9	-9
- CN(C)CCNC(=O)C(=O)C1C(=O)Nc2ccccc21 (stereo not drawn)
→ 1	-1.0	-2	4	-3.0	96	-1	8	18
- COc1ccc(N2CCN(C(CNS(=O)(=O)c3cccs3)c3cccnc3)CC2)cc1 (stereo not drawn)
→ -1	-2.2	7	5	-5.5	112	9	-8	0
- CC1CN(Cc2ccccc2)c2nc3c(c(=O)[nH]c(=O)n3C)n2C1 (stereo not drawn)
→ -2	-4.3	-2	10	1.6	101	/	-13	1

Results in MEKK2wt PB1 HTS and NS3 helicase inh, for some of the entries so far:
| Compound | MEKK2wt PB1 HTS | NS3 helicase inh |
| --- | --- | --- |
| O=C(CN(CCO)c1ccccc1)NC12CC3CC(CC(C3)C1)C2 | 101 | 2 |
| CN(C)CCNC(=O)C(=O)C1C(=O)Nc2ccccc21 (stereo not drawn) | 96 | 1 |

Further records
Each structure is followed by: NS3 helicase inh	IMP-1 inh	MEKK2 mut-MEK5	SUMO HTRF inh	VIM-2 inhibitor	MEKK2wt PB1 HTS	NALP1 inh	DNA FID counter	M18AAP inhibitor
- CCc1ccc(N(C(=O)c2csnn2)C(C(=O)NC2CCCC2)c2cccnc2)cc1 (stereo not drawn)
→ 7	-2.8	-8	2	0.3	91	16	-32	5
- CC(/C=C/c1ccccc1)=N/NC(=O)CNC(=O)c1ccc2c(c1)OCO2
→ 2	-2.2	/	-12	-2.3	/	-3	-2	7
- CC1=CC(C)(C)N(C(=O)CN2C(=O)CCC2=O)c2ccccc21
→ -12	-1.0	-4	-8	-1.7	98	-5	-3	-13
- CCCc1nc2sc3c(c2c(=O)n1NC(=O)CCC(=O)OC)CCCC3
→ -5	-3.1	-20	17	-0.8	102	8	-22	-3
- COc1ccc(C(=O)n2c(SC)nc3cc4c(cc32)OCCO4)cc1
→ -5	-1.4	0	11	-2.1	99	13	3	4
- O=C(NNC(=O)c1ccc(F)cc1)c1ccncc1
→ 9	-1.6	5	-1	-1.8	107	6	-1	3
- O=C(CCc1nc2ccccc2c(=O)[nH]1)OCC(=O)N1CCc2ccccc21
→ 70*	-2.0	-10	20	-1.5	90	4	-13	-14
- CCOC(=O)c1[nH]c(C)c(CN(Cc2ccco2)C(=O)C(F)(F)F)c1C
→ -13	-2.4	-3	-17	-2.0	96	14	-20	0
- COC(=O)CCC(=O)N(C)CC1CCCN(CCc2cccc(C(F)(F)F)c2)C1 (stereo not drawn)
→ 2	-2.1	15	8	-2.2	111	22	2	0
- COC(=O)c1ccc(S(=O)(=O)NCc2ccco2)o1
→ -3	-1.5	6	-1	-4.0	109	4	0	-4

Reprinted from the results shown for reference:
Each structure is followed by: NS3 helicase inh	IMP-1 inh	MEKK2 mut-MEK5	SUMO HTRF inh	VIM-2 inhibitor	MEKK2wt PB1 HTS	NALP1 inh	DNA FID counter	M18AAP inhibitor
- O=C(NNC(=O)c1ccc(F)cc1)c1ccncc1
→ 9	-1.6	5	-1	-1.8	107	6	-1	3
- O=C(CCc1nc2ccccc2c(=O)[nH]1)OCC(=O)N1CCc2ccccc21
→ 70*	-2.0	-10	20	-1.5	90	4	-13	-14
- CCOC(=O)c1[nH]c(C)c(CN(Cc2ccco2)C(=O)C(F)(F)F)c1C
→ -13	-2.4	-3	-17	-2.0	96	14	-20	0
- COC(=O)CCC(=O)N(C)CC1CCCN(CCc2cccc(C(F)(F)F)c2)C1 (stereo not drawn)
→ 2	-2.1	15	8	-2.2	111	22	2	0
- COC(=O)c1ccc(S(=O)(=O)NCc2ccco2)o1
→ -3	-1.5	6	-1	-4.0	109	4	0	-4

Other compounds:
Each structure is followed by: NS3 helicase inh	IMP-1 inh	MEKK2 mut-MEK5	SUMO HTRF inh	VIM-2 inhibitor	MEKK2wt PB1 HTS	NALP1 inh	DNA FID counter	M18AAP inhibitor
- COc1ccc(C(=O)c2cc3c(cc2[N+](=O)[O-])OCCO3)cc1
→ 7	-3.4	3	13	-1.6	98	0	2	3
- COc1ccc(C(=O)NC(C)c2nnc(SCC(=O)Nc3nc(C)cs3)n2C)cc1 (stereo not drawn)
→ 14	-1.9	5	23	-1.7	108	2	-21	8
- O=C(N/N=C/c1cccs1)c1ccc2ncccc2c1
→ -1	0.1	-6	5	-3.1	94	-10	-5	3
- Fc1ccc(N/N=C(/c2ccccc2)c2ccccn2)cc1
→ -1	-4.8	-2	5	-2.0	106	6	-6	3
- CC1=CC(C)(C)N2C(=O)C3(C(C#N)=C(N)Oc4cc(O)ccc43)c3c(C)c(C)cc1c32 (stereo not drawn)
→ -19	-5.2	-10	-7	-2.8	87	-4	-32	5
- Cc1ccc(CNS(=O)(=O)c2ccc(-n3cnnn3)c(C)c2)cc1
→ -9	-3.5	7	1	-2.9	106	-4	-10	4
- c1ccc2sc(NC3=NCN(CCN4CCOCC4)CN3)nc2c1
→ 0	-2.3	-15	10	-3.7	91	-11	6	1
- CCOc1ccccc1NC(=O)COC(=O)c1cccc(-c2ccc(OC(C)=O)cc2)c1
→ 12	-2.0	10	-18	-0.1	111	23	-9	3
- O=C(CC1C(=O)NCCN1C(=O)c1ccc(F)cc1)OCc1ccccc1 (stereo not drawn)
→ 2	-1.3	3	4	-2.5	102	13	-12	-15
- Cc1ccc(S(=O)(=O)CCC(=O)NCc2ccccc2)cc1
→ 4	-3.6	-2	2	-3.2	93	30	-8	4
- COc1ccc(CCNS(=O)(=O)c2cccs2)cc1
→ -2	-4.7	8	-23	-5.4	106	20	-4	5
- CC1CN(C(=S)SCCN2Cc3ccccc3C2=O)CC(C)O1 (stereo not drawn)
→ 12	-4.5	2	14	-3.4	98	/	-8	3
- COc1ccc(CNC(=O)CN2CCC(C(=O)c3ccc(OC)cc3)CC2)cc1
→ 4	0.0	-2	20	-0.8	102	0	4	1

Assay outcomes deposited in PubChem by several laboratories.
